Assay outcomes from PubChem BioAssay.
hIAP activ = human IAP activation | purified human IAP, CDP-Star luminescence, 30 min; active compounds read high; 1 = vehicle-only enzyme, 0 = enzyme-free background | P09923 | 330,000 compounds, 0.16% hits | activation factor at 10 µM;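 active means activation factor of the enzyme at least 2-fold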; further: the source names both 10 and 20 µM as test concentration; values of inactives mirror those of a sister screen read the other way
A3A deaminase = human APOBEC3A DNA deaminase inhibition | P31941 | recombinant A3A, FAM/TAMRA ssDNA deamination fluorescence | inhibition, % at 20 µM | 330,000 compounds, 0.41% hits;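 active means at least 40% inhibition at 20 µM here, with at most 30% in a related deaminase screen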;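 further: plate controls were A3A with DMSO for no effect and wells lacking A3A enzyme for full effect; some results filed as inactive read as strong as hits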
Target sequence (P31941 whole entry, looked up): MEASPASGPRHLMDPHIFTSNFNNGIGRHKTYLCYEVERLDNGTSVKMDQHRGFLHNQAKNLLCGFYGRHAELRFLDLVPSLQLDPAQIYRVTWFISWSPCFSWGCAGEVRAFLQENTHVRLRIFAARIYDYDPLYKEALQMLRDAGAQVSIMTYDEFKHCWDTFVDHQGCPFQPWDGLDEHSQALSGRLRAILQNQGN
mIAP block = mouse IAP inhibition. purified mouse IAP, CDP-Star luminescence, 30 min. inhibition, % at 10 µM. 330,000 compounds, 0.2% hits. AID 2806;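 active means inhibition of at least 40% at 10 µM in the primary screen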;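 further: plate controls were DMSO with enzyme for no effect and no enzyme wells for full effect; values of inactives mirror those of a sister screen read the other way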
mIAP activ = increases mouse intestinal alkaline phosphatase activity; muIAP, CDP-Star luminescence, 30 min; active compounds read high; 1 = vehicle-only enzyme signal, 0 = enzyme-free wells; activation factor at 10 µM; 330,000 compounds, 0.24% hits;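 active means activation factor of at least 2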; further: the source names both 10 and 20 µM as test concentration; values of inactives mirror those of a sister screen read the other way
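Assay system: mouse IAP enzyme / Compound: DMSO-dissolved test compounds / Timing: 30 min, room temperature / Measured by: luminescence from enzymatic CDP-Star hydrolysis / Control set: DMSO-only wells, enzyme-free buffer wells as negative control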
PfGluPho inh = PfG6PD (Plasmodium falciparum) enzyme inhibition; PfGluPho enzyme, NADPH resazurin-diaphorase fluorescence; inhibition, % at 20 µM; 350,000 compounds, 0.78% hits; AID 504690;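 active means inhibition reaching at least a set limit at 20 µM in the primary screen, cut at about 59% in these data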;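 further: 0% = DMSO wells with substrate and 100% = DMSO wells lacking glucose-6-phosphate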
ATG4B inhibitor = inhibitors of human ATG4B cysteine protease | ATG4B cleavage of LC3-PLA2, NBD-HPC fluorescence, 1 h | inhibition, % at 8.33 µM | 340,000 compounds, 0.51% hits | AID 504462; in the data active means inhibition above about 40%
hIAP block = blocks human intestinal alkaline phosphatase | P09923 | purified IAP, CDP-Star luminescence, 30 min | inhibition, % at 10 µM | 330,000 compounds, 0.12% hits | AID 2544;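 active means inhibition reaching a set limit with compound at 10 µM in the primary screen, cut at about 35% in these data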;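 further: plate controls were DMSO wells with enzyme for no effect and no-enzyme buffer wells for full effect; values of inactives mirror those of a sister screen read the other way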
HKDC1 inhibitor = HKDC1 (human) hexokinase inhibition. Q2TB90. recombinant HKDC1, G6PDH/diaphorase resazurin coupled fluorescence. inhibition, % at 20 µM. 340,000 compounds, 0.16% hits. AID 493160;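 active means inhibition above about 35% when tested at 20 µM, limit read from the data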;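 further: plate controls were DMSO wells with enzyme for no effect and DMSO wells lacking enzyme for full effect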
Target sequence (Q2TB90 whole entry, looked up): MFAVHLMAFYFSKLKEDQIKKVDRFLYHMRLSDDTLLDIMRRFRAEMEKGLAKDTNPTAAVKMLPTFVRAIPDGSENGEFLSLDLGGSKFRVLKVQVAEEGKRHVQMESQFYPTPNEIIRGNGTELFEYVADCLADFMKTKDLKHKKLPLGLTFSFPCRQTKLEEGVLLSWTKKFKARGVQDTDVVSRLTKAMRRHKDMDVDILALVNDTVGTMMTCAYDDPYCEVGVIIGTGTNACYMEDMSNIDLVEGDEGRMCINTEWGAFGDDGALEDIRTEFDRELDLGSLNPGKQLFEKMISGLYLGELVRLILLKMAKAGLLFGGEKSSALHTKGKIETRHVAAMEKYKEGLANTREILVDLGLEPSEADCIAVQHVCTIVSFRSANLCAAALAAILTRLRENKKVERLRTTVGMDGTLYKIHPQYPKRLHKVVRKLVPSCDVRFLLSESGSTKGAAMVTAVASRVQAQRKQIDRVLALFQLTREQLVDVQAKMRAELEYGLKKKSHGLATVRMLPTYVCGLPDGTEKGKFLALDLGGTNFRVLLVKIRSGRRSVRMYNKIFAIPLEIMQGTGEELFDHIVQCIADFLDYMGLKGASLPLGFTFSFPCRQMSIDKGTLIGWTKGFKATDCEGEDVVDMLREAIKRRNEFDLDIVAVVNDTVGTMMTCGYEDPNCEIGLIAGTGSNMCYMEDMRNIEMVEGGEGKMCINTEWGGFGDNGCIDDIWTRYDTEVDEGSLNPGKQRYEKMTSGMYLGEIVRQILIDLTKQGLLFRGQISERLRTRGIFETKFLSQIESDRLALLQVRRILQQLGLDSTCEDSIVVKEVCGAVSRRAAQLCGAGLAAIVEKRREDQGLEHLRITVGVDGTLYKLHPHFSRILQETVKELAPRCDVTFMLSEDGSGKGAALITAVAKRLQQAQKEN
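Test system: recombinant HKDC1 (HK5) hexokinase enzyme, produced in-house; Amount: enzyme 5 µg/mL final; Buffer or medium: Tris pH 8.0 buffer with MgCl2, Tween-20, BSA, BME; Reagent: glucose and ATP substrates; Doses: 20 µM test compound, 1% DMSO; Incubation: 90 min reaction incubation at room temperature, dark; Detection: resorufin fluorescence at 613 nm.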
The depositor's hits bear a star; nt = not tested or not shown; & = joins results of further samples.

SMILES	hIAP activ	A3A deaminase	mIAP block	mIAP activ	PfGluPho inh	ATG4B inhibitor	hIAP block	HKDC1 inhibitor
O=C1CC(N2CCN(S(=O)(=O)c3ccccc3F)CC2)C(=O)N1c1ccc(F)cc1F (configuration not stated)	1.1	0	2	0.98	-5	-2	-8	-3
Cc1c(Cl)cccc1Nc1ncccc1C(=O)O	0.85	2	-3	1	7&-1	8&8	15	-2&-3
COCC(=O)N/N=C\c1ccc(OC/C=C/c2ccccc2)c(OC)c1	1.2	0	0	1	-1	2	-23	-2
Cc1ccc(NC(=O)CSC2=NN3CCCC(=O)N=C3S2)cc1Cl	0.97	-1	5	0.95	-3	-21	3	-1
Cc1nc2c(C)cccn2c(=O)c1NC(=O)c1ccco1	1.1	-2	2	0.98	10	-1	-5	-5
CCCCNC(=O)c1onc(CSc2ccccc2)c1C(=O)O	0.91	-5	-4	1	-2	-4	9	-1
COC(=O)c1cccc(NC(=O)CSc2nnc(C)n2C)c1	0.98	2	-4	1	-14	0	2	-4
Clc1nc(Oc2ccccc2)nc(-c2cn(-c3ccccc3)c3ccccc23)n1	1.1	6	5	0.95	-4	-14	-10	2
O=C(COC(=O)c1ccccn1)c1ccc([N+](=O)[O-])cc1	0.95	0	1	0.99	63*	-12	5	5
O=C(Nc1ccc(Br)cn1)c1ccc(COc2c(F)c(F)cc(F)c2F)o1	0.97	-6	7	0.93	2	0	3	-6
Cc1ccc(S(=O)(=O)N2CCN(CC(=O)NC3CCCc4ccccc43)CC2)cc1C (configuration not stated)	0.89	0	-10	1.1	3&-2	-12&-13	11	-2&0
Cc1ccc(NC(=O)c2cc(-c3ccco3)nc3ccccc23)cc1S(=O)(=O)N1CCOCC1	0.92	43	10	0.9	36	-1	8	5
O=C1/C(=C/c2cccs2)SC(=S)N1c1ccccc1	1.3	-3	9	0.91	10	-7	-27	-5
CCCCCC(=O)Nc1cccc(C2=NOC3(C2)C[C@@H](C(N)=O)N(C(=O)Cc2ccc([N+](=O)[O-])cc2)C3)c1 (some centres not stated)	0.95	-1	12	0.88	6	-14	5	-2
CSc1ccc(S(=O)(=O)N2CCC(C(=O)NCc3ccncc3)CC2)cc1	0.84	-2	0	1	-30	8	16	5
Cc1nn(-c2ccccc2)c(N)c1C1(O)C(=O)N(C)c2ccccc21 (configuration not stated)	1.2	-1	7	0.93	7	6	-17	-6
COc1ccc(C2CC(c3ccccc3)Nc3nc(NS(C)(=O)=O)nn32)cc1 (configuration not stated)	1.1	1	-1	1	-15	-1	-9	0
COc1cccc2cc(C(=O)NCc3ccc(Cl)cc3)c(=N)oc12	1.2	-3	5	0.95	13	-11	-25	0
COc1ccc(S(=O)(=O)n2ccc(C(C)Oc3ccc(-c4ccccc4)c(F)c3)n2)cc1 (configuration not stated)	0.95	0	13	0.87	3	4	5	0
O=C(OCc1cccc(C(F)(F)F)c1)c1ccc[nH]c1=O	1.1	-2	2	0.98	12	-9	-7	-1
COCCN(Cc1cn[nH]c1-c1ccc2cc(OC)ccc2c1)C(C)C	1.4	-2	-8	1.1	0	-7	-36	-8
Cc1ccc(NC(=O)COC(=O)Cn2cnc3c2c(=O)n(C)c(=O)n3C)c(Cl)c1	1.1	1	-2	1	-7	-7	-10	-2
CCOc1ccc(NC(=O)c2cc(F)c(F)cc2Cl)cc1OCC	1.1	-7	-13	1.1	4	-4	-10	-4
O=C(C1=C[C@@H](c2ccc(C(F)(F)F)cc2)C[C@@H](OCCCCO)O1)N1CCN(Cc2ccc3c(c2)OCO3)CC1	0.98	6	-6	1.1	15	-4	2	-2
COc1ccc(CC2(CO)CCN(S(=O)(=O)c3c(C)nn(C)c3Cl)CC2)cc1	0.86	1	13	0.87	-18	10	14	10
CCN(CC)C(=O)[C@H]1CC(CC(=O)NCCc2ccccn2)C(=O)N2CCc3c([nH]c4ccc(OC)cc34)[C@]12C (some centres not stated)	nt	6	0	1	-4	-2	nt	10
COCCNC(=O)c1ccc(NS(C)(=O)=O)cc1	1.2	-3	-9	1.1	-1	4	-18	-13
Oc1ccccc1CN1CCCC(N2CCc3ccccc3C2)C1 (configuration not stated)	1.2	-6	2	0.97	4	5	-16	-4
CN(C)S(=O)(=O)c1cccc(C(=O)Nc2n[nH]c(C(F)(F)F)n2)c1	0.95	-3	2	0.98	0	-1	5	-8
Cc1cccc(NC(=O)CSc2nnc(-c3ccco3)o2)c1	0.93	-2	3	0.97	-16	-8	7	-7
OCCC1CN(Cc2ccc3c(c2)CCO3)CCN1Cc1ccc(F)cc1 (configuration not stated)	0.87	-2	4	0.95	-13	8	13	-3
O=C(COC(=O)COc1ccccc1)Nc1ncc(Cl)cc1Cl	1.1	-1	2	0.98	-9	1	-6	-4
Cn1c2ccc(F)cc2c2ncn(Cc3ccccn3)c(=O)c21	1.3	-6	2	0.98	7	-5	-29	-2
CCS(=O)(=O)NCCc1cc2c(OC)ccc(OC)c2[nH]c1=O	1.2	-3	-1	1	-5	9	-19	-5
Nc1nc(Sc2c([N+](=O)[O-])cc(C(F)(F)F)cc2[N+](=O)[O-])n[nH]1	0.92	-4	7	0.93	9	8	8	0
CCOC(=O)N1CCC(NC(=O)c2ccc3c(c2)N=C(CC)c2ccccc2S3)CC1	1.2	-4	-2	1	16	-12	-19	1
O/C(=C\c1nc2ccccc2nc1/C=C(\O)c1ccccc1)c1ccccc1	0.88	0	7	0.93	34	10	12	19
Cc1nc(C)c(C(=O)C2=C(O)C(=O)N(CCN(C)C)C2c2cccs2)s1 (configuration not stated)	0.88	-5	7	0.93	-20	-14	12	-4
CCOC(=O)CNc1ncc(C(F)(F)F)cc1Cl	1	0	3	0.97	11	-2	-3	-10
Cc1ccccc1N1CCN(S(=O)(=O)C[C@]23CCC(CC2NC(=O)[C@@H](N)CCS(C)(=O)=O)C3(C)C)CC1 (some centres not stated)	0.94	-4	-10	1.1	-8	-9	6	-8
CCCN1CN=C(Nc2nc3ccccc3o2)NC1	1.1	-1	-12	1.1	5	-12	-6	0
Cc1cc(C)c(OCCCCN(C)Cc2ccccc2)c(C)c1	0.97	-5	1	0.99	2	12	3	-3
CCOc1ccccc1N1CC(C(=O)Nc2cccc(S(=O)(=O)N3CCCCC3)c2)CC1=O (configuration not stated)	0.99	7	-18	1.2	10	-9	1	-3
O=C(O)C1=C[C@H](c2coc3ccccc3c2=O)C[C@H](OCCCCO)O1	0.95	3	-5	1	-19	3	5	2
COc1cc(O)oc1C=Nc1ccc(C(F)(F)F)cc1	0.89	-3	4	0.96	-27	-9	11	4
COc1ccccc1OCC(=O)O	0.97&1.1	-1&0	0&-1	1&1	-24&-22	5&0	3&-8	-15&8
CCCC[C@@H]1CNC(=S)N1CC1CCCCC1	1.1	-6	-2	1	-1	-11	-9	1
COc1ccccc1NC(=O)N1CCN(c2ncccn2)CC1	0.89	-3	3	0.97	-7	3	11	1
CCC(C)Oc1ccccc1C1CC(=O)NC2=C1C(=O)CCC2 (configuration not stated)	0.95	3	2	0.98	-3	3	5	-4
Cc1ccc(NC(=O)C2CCN(S(=O)(=O)c3c(C)noc3C)CC2)cc1C	0.93	-3	1	0.99	0	-14	7	-6
CCCCN(C(=O)CSc1nnc(-c2ccccc2)o1)c1c(N)n(CCC)c(=O)[nH]c1=O	0.94	-1	-5	1	10	-4	6	-1
CCC(C)C1NC(=S)N(C2CCCCC2)C1=O (configuration not stated)	0.89	4	4	0.95	-10	18	11	-6
O=C(COC(=O)c1ccc2ncsc2c1)Nc1ccc(OC(F)(F)F)cc1	1.1	0	-5	1	15	-8	-8	1
O=C(O)c1ccc(N2C(=O)C3ON(c4ccccc4)C(c4ccccc4F)C3C2=O)cc1 (configuration not stated)	0.95	0	-1	1	-14	-16	5	4
COc1ccccc1OCCCCN1CCC(C)CC1	1.2	-5	2	0.98	-14	7	-20	-4
O=C(N/N=C/c1ccc(O)cc1)c1cncc(Br)c1	1	-1	3	0.97	3	4	-3	0
Cc1ccsc1/C=N/n1cnc2sc(C)c(C)c2c1=O	1.2	-1	1	0.99	-11	9	-20	-8
O=C(c1ccc(OC2CCN(Cc3ccccc3O)CC2)cc1)N1CCCCC1	1.1	-4	7	0.93	10	-1	-7	-4
O=C(Nc1nc2ccccc2n1Cc1ccccc1)c1ccc(COc2ccccc2[N+](=O)[O-])o1	0.98	5	1	0.99	-8	22	2	8
Cc1ccc(OCc2nc(C#N)c(N3CCCCC3)o2)cc1	1.1	4	3	0.97	2	1	-8	-3
Continued:
SMILES	hIAP activ	A3A deaminase	mIAP block	mIAP activ	PfGluPho inh	ATG4B inhibitor	hIAP block	HKDC1 inhibitor
CC(C)(C)c1cnnn1-c1ccc(NC(=O)c2ccc(Br)o2)cc1	0.9	9	-18	1.2	2	-1	10	-2
COc1ccc(N(CC(O)Cn2c3ccccc3c3ccccc32)S(=O)(=O)c2ccccc2)cc1 (configuration not stated)	1.1	0	-16	1.2	4	-3	-11	0
O=C(Oc1c(CN2CCOCC2)cc(Cl)c2cccnc12)c1ccccc1Cl	1.2	2	0	1	16	-8	-16	4
O=C(NC1CCCCC1)C(=S)N1CCCC1	0.9	4	4	0.96	-3	-7	10	-6
Cc1cc(S(=O)(=O)Nc2cccnc2)c(Cl)cc1Cl	0.91	2	0	1	-6	0	9	4
Fc1ccc(NC(=S)Nc2cccc3ccccc23)cc1	1	-6	32	0.68	-1	-4	0	3
COC(=O)CCC(=O)OC	0.93	3	4	0.96	-9	-20	7	-4
O=C(Nc1ccc(S(=O)(=O)N2CCCC2)cc1)c1ccc(CN2CCOCC2)cc1	0.9	-3	-1	1	10	1	10	-2
COc1ccc(/C=N/NC(=O)C(=O)N2CCCCCC2)cc1O	0.93	-2	4	0.95	1	2	7	-5
Cc1nnc(Sc2c(-c3ccccc3)c3ccc(Cl)cc3[nH]c2=O)s1	0.97	-2	16	0.83	37	-12	3	16
CC1=NN(c2ccccc2)C(=O)/C1=C/c1cc(C)n(C2CC2)c1C	0.91	-1	9	0.91	-9	-3	9	-1
CN1CC2(Cc3c1ccc1ccccc31)C(=O)OC(C)(C)OC2=O	1	-7	2	0.97	21	16	-5	25
CCOC(=O)c1oc2ccccc2c1NC(=O)c1cccc(OC)c1	0.86	2	6	0.94	7	-5	14	-6
Cc1[nH]c2ccc(-c3nnc(SCC(=O)c4ccc(F)cc4)o3)cc2c1C	1.2	-7	57*	0.43	-18	10	-18	1
Cc1ccc(SCc2ccc(C(=O)Nc3cc([N+](=O)[O-])ccc3C)cc2)cc1	0.93	-4	8	0.92	-23	7	7	-6
O=C(c1cccs1)N1CCN(Cc2ccccn2)CC1	0.85	-1	2	0.98	-4	-7	15	-5
Cc1c(Cl)c(C(=O)N2CCCCCC2)nn1C	0.87	-2	-5	1	-10	0	13	-1
COc1cc(C(=O)NNC(=O)/C=C/c2ccco2)cc(OC)c1OC	1.2	10	11	0.89	19	1	-22	-3

In the list so far, these have a thiophene ring, fused or not:
SMILES	hIAP activ	A3A deaminase	mIAP block	mIAP activ	PfGluPho inh	ATG4B inhibitor	hIAP block	HKDC1 inhibitor
O=C1/C(=C/c2cccs2)SC(=S)N1c1ccccc1	1.3	-3	9	0.91	10	-7	-27	-5
Cc1nc(C)c(C(=O)C2=C(O)C(=O)N(CCN(C)C)C2c2cccs2)s1 (configuration not stated)	0.88	-5	7	0.93	-20	-14	12	-4
Cc1ccsc1/C=N/n1cnc2sc(C)c(C)c2c1=O	1.2	-1	1	0.99	-11	9	-20	-8
O=C(c1cccs1)N1CCN(Cc2ccccn2)CC1	0.85	-1	2	0.98	-4	-7	15	-5
